Compound activity deposited in PubChem by several laboratories.
Granule exo inh: lytic granule exocytosis inhibition; actives 0.66% (n = 360,000); inhibition, % at 10 µM; TALL-104 LAMP-1 surface exposure, flow cytometry; cells stimulated with thapsigargin and PMA;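 active = inhibition above about 55%, limit read from the data; inconclusive = no clear call, values can overlap the other calls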
H9c2 protect: protects H9c2 cardiomyocytes from peroxide injury. AID 588492. actives 0.63% (n = 360,000). protection from H2O2 cell death, % at 20 µM. H2O2 injury protection, ATPLite, 2 h;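 active = compounds giving at least 50% protection of heart cells from peroxide-induced death in the single-dose screen, raw or plate-pattern-corrected value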;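 also: 0% = DMSO wells with peroxide and 100% = DMSO wells without peroxide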
HTR2A ag: activates the mouse 5-HT2A serotonin receptor; activation, % at 7.6 µM; actives 0.66% (n = 360,000); CHO-K1 mHTR2A beta-arrestin complementation, luminescence; percent of 30 µM serotonin response; AID 624169;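 active = activation above a run cutoff, the mean activation of all tested compounds plus 3 SD, cut at about 14% in these data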;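 also: 0% = plate median of compound wells and 100% = 30 µM serotonin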
PDI inh: inhibitors of human protein disulfide isomerase; PDI insulin aggregation turbidity, A650, 90 min; inhibition, % at 10 µM; actives 0.052% (n = 350,000); P07237; AID 588391;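 active = mean inhibition across replicates of 30% or more, whatever share of single replicates reach that level; inconclusive = mean inhibition below 30% while every single replicate reaches 30%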;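 also: absorbance from insulin aggregation driven by PDI reduction with DTT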
Vif inh: HIV Vif inhibition; inhibition, % at 7.49 µM; actives 0.35% (n = 340,000); HEK293T cells, Vif self-association by quenched fluorescence, imaging, 24 h; AID 602346; in the data active = inhibition above about 50%, passing the limit was not always enough; inconclusive = no clear call, values can overlap the other calls; inactive = below about 31%; also: some results filed as inactive read as strong as hits
aDG glyco up: alpha-DG glycosylation activation. actives 0.22% (n = 360,000). Pro5-aDG cells, alpha-DG glycosylation AlphaScreen (IIH6); 0% Pro5, 100% B10-LARGE cell signal. activation, % at 10 µM;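 active = activation of at least 8% versus controls, or a plate z-score of at least 8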;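 also: Pro5 are CHO cells carrying HIG-tagged alpha-DG that lacks glycosylation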
CaV13 FRET inh: Disruptors of the CACNA1D IQ motif to Ca2+-dependent inactivation inhibitor domain association, primary screening, Förster resonance energy transfer in intact living …. HEK cells, CFP/YFP FRET ICDI-IQ, plate reader, 10 min; percent FRET-ratio fall versus neutral wells. inhibition, % at 12.3 µM. actives 0.098% (n = 340,000);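 active = mean replicate inhibition of at least 30% and at least 1% of replicates passing that level; inconclusive = only one of the two criteria is met; inactive = neither criterion is met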;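 also: 0% = median of the neutral control wells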
hiPSC survival: enhancers of human iPSC single-cell survival; survival enhancement, % at 20 µM; hiPSC single-cell survival, ATPlite luminescence; 100% = ROCK inhibitor wells, 0% = DMSO; AID 602274; actives 0.044% (n = 360,000); in the data active = survival enhancement above about 18%;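 also: cells exposed to compounds for 16 hours before the ATP read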
N-glyco inh: N-linked glycosylation inhibition; D54 ERlucT glycosylation luciferase reporter, 24 h; percent of 100 nM tunicamycin response; reporter increase, % at 12.5 µM; actives 0.23% (n = 360,000);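 active = mean luciferase reporter signal, scaled so untreated is 0 and the glycosylation-blocking control 100, at or above a set limit in every replicate; inconclusive = mean reaches the limit but not every replicate does; inactive = mean below the limit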;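 also: luciferase carries N-glycosylation sites so blocking glycosylation raises the light; 0% = median of neutral control wells and 100% = median of 100 nM tunicamycin wells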
ABCB6 inh 2: human ABCB6 transporter inhibition; Q9NP58; K562-ABCB6 porphyrin accumulation, flow cytometry, 1 h; hits give low values; fluorescence ratio to DMSO, % at 10 µM; actives 0.19% (n = 360,000); AID 602162;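 active = fluorescence ratio to DMSO below 75%, the collection mean minus 3 SD; inconclusive = too few cells collected in the well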;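 also: signal is porphyrin accumulated inside mitochondria; 100% equals median channel fluorescence of DMSO control wells; lower ratio means ABCB6 inhibition with less porphyrin fluorescence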
Target sequence (Q9NP58 whole entry, looked up): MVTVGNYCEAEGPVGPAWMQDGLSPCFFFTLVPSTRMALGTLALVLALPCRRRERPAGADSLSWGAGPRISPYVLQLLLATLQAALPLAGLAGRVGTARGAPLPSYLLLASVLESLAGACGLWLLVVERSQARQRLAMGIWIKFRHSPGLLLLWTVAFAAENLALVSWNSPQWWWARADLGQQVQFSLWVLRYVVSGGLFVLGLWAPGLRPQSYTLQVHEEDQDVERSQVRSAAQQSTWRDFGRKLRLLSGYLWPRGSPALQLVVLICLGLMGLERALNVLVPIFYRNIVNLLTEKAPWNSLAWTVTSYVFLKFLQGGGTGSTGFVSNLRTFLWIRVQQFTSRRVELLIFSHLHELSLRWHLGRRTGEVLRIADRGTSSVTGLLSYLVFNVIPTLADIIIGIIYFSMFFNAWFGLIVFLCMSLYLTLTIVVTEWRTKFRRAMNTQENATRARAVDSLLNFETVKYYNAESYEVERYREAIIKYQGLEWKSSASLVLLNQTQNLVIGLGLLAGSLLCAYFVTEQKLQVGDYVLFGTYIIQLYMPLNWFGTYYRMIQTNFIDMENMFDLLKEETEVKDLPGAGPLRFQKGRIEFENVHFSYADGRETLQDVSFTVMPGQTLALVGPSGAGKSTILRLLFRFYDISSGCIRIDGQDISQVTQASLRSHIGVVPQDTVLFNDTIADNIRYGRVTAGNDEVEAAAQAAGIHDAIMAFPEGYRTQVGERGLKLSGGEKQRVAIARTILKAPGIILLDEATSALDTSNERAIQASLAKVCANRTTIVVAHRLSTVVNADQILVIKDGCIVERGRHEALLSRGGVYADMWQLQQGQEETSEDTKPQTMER
An asterisk follows results filed as active; i = inactive; u = inconclusive; x = not tested or not shown.

SMILES,Granule exo inh,HTR2A ag,CaV13 FRET inh,PDI inh,hiPSC survival,aDG glyco up,H9c2 protect,N-glyco inh,Vif inh,ABCB6 inh 2
CC(C)(C)OC(=O)NNC(=S)NC1CCCCC1,0,16*,-6,0,-0.4,0.2,-4,2,-5,92
O=C(NCC(c1cccs1)N1CCOCC1)c1ccc(OCc2ccccc2)cc1 (stereo not given),-2,-4,-3,7,-0.5,0.2,-2,-1,-1,100
CNc1ccc(-c2ccccc2OC)cn1,-3,3,-5,-4,-1.0,0.3,0,1,17,110
C/C(N)=C(/C#N)C(=O)CSc1cc(Cl)ccc1Cl,-4,-1,-14,-11,-2.9,0.0,-7,1,8,99
O=C(CN1CCCCC1)NCCNC(=O)CN1CCCCC1,1,-2,-4,0,-1.5,-0.2,4,1,11,99
CCc1nc2c(OCCC3CCCCC3)cccn2c1N(C)C(=O)COc1ccccc1,0,-6,-6,-7,1.2,1.4,-2,3,-4,79
CC(=O)c1c(C(C)=O)c(C)n(-c2cccc3cccnc23)c1C,-2,-3,11,1,-0.9,-0.1,8,2,-5,105
Cc1ccc(C2=NNC(C(O)C(O)C(O)C(C)O)S2)cc1 (stereo not given),-2,-2,-4,-11,-2.0,0.1,-10,3,-2,90
COc1ccc(CCC(=O)Nc2sc(C(=O)N(C)C)c(C)c2C#N)cc1,7,4,-3,3,-0.5,-0.2,-1,0,-4,102
CCOC(=O)N1CCC(NC(=O)CN2C(=O)CSc3nc(C)cc(C)c32)CC1,-2,-2,10,-1,-3.2,0.2,6,0,11,104

SMILES,Granule exo inh,HTR2A ag,CaV13 FRET inh,PDI inh,hiPSC survival,aDG glyco up,H9c2 protect,N-glyco inh,Vif inh,ABCB6 inh 2
Cc1ccc2nc(SCC(=O)Nc3cccc(F)c3)nc(=O)n2c1,10,1,-5,-6,-0.6,0.8,-13,0,-1,100
CSc1nc(N)nc(SC2C=CCCC2)c1C#N (stereo not given),4,5,-8,11,-1.4,0.2,-11,-1,-2,92
CC(C)NC(=O)c1ccc(C2SCC(=O)N2Cc2ccccc2)cc1 (stereo not given),0,3,-9,3,-1.6,-0.1,-4,1,-1,98
O=[N+]([O-])c1ccccc1OCCCN1CCc2ccccc2C1,0,-6,-6,20,-0.2,-0.2,8,0,-6,96
COc1ccc(OC)c(CCNC(=O)Cn2nc(C)c3c(C)n(-c4ccc(C)cc4)nc3c2=O)c1,6,-3,-3,-7,-0.5,0.9,-2,4,-11,100
O=C(c1ccccc1-n1cccc1)N1N=C(C(F)F)CC1(O)C(F)F (stereo not given),u,-4,-6,-5,3.8,0.4,15,0,-4,101
CN(C)C(C)(C)/C=C/C(O)(c1ccccc1)c1ccccc1,-3,0,-4,-7,-0.7,0.0,1,0,12,97
COc1ccccc1/C=C(/NC(=O)c1ccc(Cl)cc1Cl)C(=O)O,2,4,24,2,-0.3,-0.2,1,2,-3,97
COc1ccccc1Cc1c(-c2ccc(C#N)cc2)nc2c3ccccc3ccn12,-3,-3,-6,x,2.0,8.9*,5,1,x,124
NC(=O)C1=NOC(CNc2ncc(C(F)(F)F)cc2Cl)C1 (stereo not given),-2,0,x,-1,3.0,0.0,1,1,6,93

SMILES,Granule exo inh,HTR2A ag,CaV13 FRET inh,PDI inh,hiPSC survival,aDG glyco up,H9c2 protect,N-glyco inh,Vif inh,ABCB6 inh 2
CCOC(=O)[C@]12CCC=C1N(CCC1=CCCCC1)C(=O)[C@H](CC(=O)NCc1ccccc1)C2,-4,-1,-4,x,-0.6,-0.1,x,x,x,103
C(=N\Nc1nncc2ccccc12)/c1ccccn1,-5,-7,-2,1,-0.7,-0.2,-17,-17,u,96
CC1(C)CC2CC(C)(CN2c2ncnc3ccc(Br)cc23)C1 (stereo not given),4,0,-6,-5,-1.7,2.2,-17,-6,1,97
C=CCn1c(=O)c(C#N)cc2c(=O)n3ccccc3nc21,-3,2,x,-2,-1.0,-0.1,16,4,1,104
COc1ccc(C(C(=O)NCc2ccccc2)N(Cc2ccco2)C(=O)c2snc(C(N)=O)c2N)cc1OC (stereo not given),56*,2,-2,-45,-0.4,-0.1,49,0,26,100
COC(=O)c1cnn(-c2ccccc2)c1C(OC)OC,5,8,-5,-1,-0.8,0.1,-2,2,-3,95
COCCn1ccc2c(OCC(=O)Nc3ccccc3OC)cccc2c1=O,-13,-2,-3,12,-0.2,-0.3,54*,-7,-12,90
O=C1COc2ccc(C(=O)COC(=O)c3ccc([N+](=O)[O-])cc3Cl)cc2N1,2,3,-15,-3,-0.4,0.4,-4,1,-2,101
CNc1ccccc1C(C)(C)c1cc(-c2cccc(OC)c2)no1,3,6,-5,-5,-0.9,1.0,-16,-10,0,i
CCN(CC)CCN1CCN(c2cncc(-c3cccc(N)c3)n2)CC1,0,7,-5,0,-0.3,0.0,12,2,-2,98

SMILES,Granule exo inh,HTR2A ag,CaV13 FRET inh,PDI inh,hiPSC survival,aDG glyco up,H9c2 protect,N-glyco inh,Vif inh,ABCB6 inh 2
CC1=C(C)CS(=O)N(S(=O)(=O)c2ccccc2)C1 (stereo not given),3,-2,-4,5,-2.5,-0.2,2,5,14,99
Cc1ccc(/C=N/NC(=O)c2cccnc2)s1,1,12,-1,-7,2.4,0.0,-1,-1,-5,95
C=C[C@@]1(C)CCC(/C(C)=C/C=C/C(C)(C)O)C[C@@H]1C(=C)C (stereo not given in full),0,5,-10,0,-2.6,0.1,0,3,-3,101
CCN(c1ccccc1)S(=O)(=O)c1ccc(OC)c(NC(=O)c2c(C)noc2C)c1,2,3,-6,1,-0.7,0.0,-2,-1,1,99
CCN1CCN(C(=O)c2c(-c3ccccc3)noc2C)CC1,2,17*,-6,8,0.2,-0.2,1,1,0,95
C=C(C)CSc1nc(N)c(C#N)c(-c2ccc(C)cc2)c1C#N,15,-6,-8,5,1.0,0.0,-4,1,x,83
CC(C(=O)c1ccccc1)n1cnc2ccccc2c1=O (stereo not given),-1,2,-5,-4,0.1,0.1,16,-2,-4,100
COc1ccccc1NC(=O)N(C)C[C@@H]1OCc2cnnn2CCCC(=O)N([C@H](C)CO)C[C@H]1C,-2,-3,-3,-2,5.8,0.0,2,2,-1,103
COc1ccc(NS(=O)(=O)c2ccc(C(=O)N(C)Cc3ccc(C)o3)cc2)cc1,4,-8,-17,1,-1.9,0.4,-7,0,1,102
Cc1cc(C)c2nc(N3CCCN(C(=O)c4cnccn4)CC3)c(C#N)cc2c1,-5,-2,-5,-5,2.1,0.1,11,4,20,103

SMILES,Granule exo inh,HTR2A ag,CaV13 FRET inh,PDI inh,hiPSC survival,aDG glyco up,H9c2 protect,N-glyco inh,Vif inh,ABCB6 inh 2
CCCCN(CCCC)CCNC(=O)CSCc1ccc(C)cc1,24,-4,-2,3,-0.6,0.1,0,-3,3,94
COc1ccc(C(=O)Nc2ccc(C(=O)N3CCCC3)cc2)cc1[N+](=O)[O-],10,2,-5,6,0.3,-0.4,0,x,x,97
CCCCN(C=O)c1c(CC)nc2c(OCCOc3ccccc3)cccn12,-11,-1,-12,0,2.2,0.3,-8,-2,58*,99
O=C(CN1CCN(C(=O)N2CCOCC2)CC1)Nc1cc(Cl)ccc1Cl,-15,3,-4,-2,2.4,0.1,0,0,6,91
C[C@H](CO)N1C[C@H](C)[C@@H](CN(C)S(=O)(=O)c2ccc(F)cc2)Oc2ccc(NC(=O)Nc3ccc4c(c3)OCO4)cc2C1=O,-8,-2,-6,7,-0.1,-0.2,62*,-3,x,93
C=CCn1c(-c2ccc(OC)c(OC)c2)cs/c1=N\c1ccccn1,-12,-6,-5,1,-2.2,0.4,-2,2,11,95
Nc1cccc(Oc2ccc3c(c2)C(=O)N(CCO)C3=O)c1,-8,-3,-4,12,-0.1,0.0,-3,-2,25,97
S=C(NCCN1CCOCC1)Nc1ccc(Cl)cc1Cl,0,0,-17,7,-0.8,0.3,3,0,-5,91
Cc1cccc(NC(=S)NCC(C)CSc2ccc(Cl)cc2)c1 (stereo not given),-5,-7,-3,1,-0.2,1.1,-22,-2,-4,96
COc1ccc(N2CCN(C(=O)c3ccc4c(=O)n(Cc5ccc6c(c5)OCO6)c(=O)[nH]c4c3)CC2)cc1,-3,2,-17,-12,1.3,-0.1,-4,0,0,92

SMILES,Granule exo inh,HTR2A ag,CaV13 FRET inh,PDI inh,hiPSC survival,aDG glyco up,H9c2 protect,N-glyco inh,Vif inh,ABCB6 inh 2
C=CCn1c2ccccc2c2nnc(SCc3[nH]c(=O)[nH]c3C(=O)CCCCC(=O)OCC)nc21,1,3,-5,-7,1.3,0.0,3,-6,2,96
CC(Sc1nc(-c2ccccc2)cc(C(F)(F)F)n1)C(=O)Nc1sc2c(c1C(N)=O)CCC2 (stereo not given),1,1,-4,-5,0.8,-0.1,5,0,19,94
Cc1ccc2c(c1)=C(c1sc(N(C)c3ccc(O)cc3)nc1O)C(=O)N=2,18,1,-18,-2,0.6,-0.3,2,9,-2,93
CNc1c([N+](=O)[O-])cnn1-c1ccc(Cl)cc1Cl,2,6,-6,-7,2.3,-0.1,1,-1,1,97
CC(=O)c1ccc(OCCCCCCCOc2ccc(C(C)=O)cc2)cc1,8,0,x,22,0.5,0.4,-13,-2,-1,94
CCCCCCCNC(=O)C1(CC2CC(c3cccc(Br)c3)=NO2)CCN(C(=O)CCCCCBr)CC1 (stereo not given),19,-8,-5,-2,-1.5,2.4,26,1,12,91
C=CCn1c(=O)c2c(nc(-c3ccc(S(=O)(=O)O)cc3)n2C)n(C)c1=O,-5,-8,-4,-16,-1.8,0.1,11,1,-4,94
COc1ccccc1C(=O)N(Cc1ccco1)C1CCS(=O)(=O)C1 (stereo not given),-1,-4,x,-10,-0.2,-0.1,4,3,-19,101
CC1(C)NC(=O)N(CCCOc2ccc(Br)cc2Cl)C1=O,0,0,-8,-5,1.2,-0.1,2,-4,-9,102
Cc1ccc(NC(=O)CSC2=C(C#N)C(c3ccco3)C3=C(CCCC3=O)N2)cc1 (stereo not given),-1,-6,-4,9,-0.6,0.2,-3,-1,-1,87

SMILES,Granule exo inh,HTR2A ag,CaV13 FRET inh,PDI inh,hiPSC survival,aDG glyco up,H9c2 protect,N-glyco inh,Vif inh,ABCB6 inh 2
COc1ccc(N2CCN(C(=S)Nc3ccccc3)CC2)cc1,-8,-2,5,-3,-0.8,0.0,4,1,6,97
COc1ccc(CCNC(=O)CN(C)S(=O)(=O)c2ccc(Br)s2)cc1OC,-1,5,-3,21,-0.8,0.0,8,0,3,95
O=C1NN=C(c2ccccc2)CC1c1ccc(Cl)cc1Cl (stereo not given),0,4,1,4,-1.8,0.2,-9,3,-26,93
CC(C)C(=O)Nc1nnc(CCN2CCCCC2)s1,-1,1,-4,2,-0.7,0.1,4,1,-1,88
CCOC(=O)c1cc(-c2ccc(C)cc2)n(CCC(=O)N2CCN(c3ccccn3)CC2)c1C,3,-5,-4,1,-0.6,-0.3,32,-3,0,100
COc1ccc2[nH]c3c(c2c1)CCN1C(=O)C(CC(=O)NCC24CC5CC(CC(C5)C2)C4)C[C@H](C(=O)N2CCOCC2)[C@@]31CCC1CCCC1 (stereo not given in full),-2,1,-6,-2,-1.7,0.9,-14,-6,0,96
CCCC[C@@H]1CNCCN1CCc1cccc(F)c1,1,2,-11,8,-4.5,-0.2,1,-1,-4,100
